hIAP block: human IAP inhibition. purified IAP, CDP-Star luminescence, 30 min. inhibition, % at 10 µM. 330,000 tested, 0.12% active. AID 2544;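 active = inhibition reaching a set limit with compound at 10 µM in the primary screen, cut at about 35% in these data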;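 also: plate controls were DMSO wells with enzyme for no effect and no-enzyme buffer wells for full effect; values of inactives mirror those of a sister screen read the other way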
Target sequence (P09923 whole entry, looked up): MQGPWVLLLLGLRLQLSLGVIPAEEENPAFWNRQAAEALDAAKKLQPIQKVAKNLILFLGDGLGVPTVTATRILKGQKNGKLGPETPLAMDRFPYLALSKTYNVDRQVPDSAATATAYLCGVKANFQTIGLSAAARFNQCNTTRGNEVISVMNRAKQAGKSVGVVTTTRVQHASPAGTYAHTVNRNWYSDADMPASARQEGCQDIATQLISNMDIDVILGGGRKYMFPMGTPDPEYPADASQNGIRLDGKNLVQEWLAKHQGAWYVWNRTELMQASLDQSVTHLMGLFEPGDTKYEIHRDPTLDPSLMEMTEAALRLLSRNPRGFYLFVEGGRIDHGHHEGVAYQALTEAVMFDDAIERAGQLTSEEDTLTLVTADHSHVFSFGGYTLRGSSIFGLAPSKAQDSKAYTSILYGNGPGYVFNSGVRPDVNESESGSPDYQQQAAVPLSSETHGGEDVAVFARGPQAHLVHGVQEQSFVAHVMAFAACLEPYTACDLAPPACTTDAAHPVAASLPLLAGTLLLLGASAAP
Apaf1 inhib: human Apaf-1 inhibition; O14727; reconstituted apoptosome caspase-3 activity, DEVD-Rh110 fluorescence; inhibition, % at 20 µM; 330,000 tested, 0.71% active; AID 489030; active = inhibition of at least 40% at 20 µM;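 also: plate controls were DMSO wells for no effect and DEVD-CHO caspase inhibitor wells for full effect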
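Material: biochemical Apaf-1 apoptosome reconstitution. Medium: Hepes buffer, pH 7.5. Also added: cytochrome c activation, bis-DEVD rhodamine 110 substrate. Timing: 30 min compound preincubation, 50 min activation, room temperature. Measured by: rhodamine 110 fluorescence at Ex 480/Em 540 nm.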
mIAP act: mouse IAP activation | muIAP, CDP-Star luminescence, 30 min; stronger effect = higher value; 1 = vehicle-only enzyme signal, 0 = enzyme-free wells | activation factor at 10 µM | 330,000 tested, 0.24% active | AID 2805;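 active = activation factor of at least 2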; also: the source names both 10 and 20 µM as test concentration; values of inactives mirror those of a sister screen read the other way
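System: Mouse IAP enzyme | Also added: CDP-Star substrate | Dosing: Compounds dispensed in DMSO | Schedule: 30 min enzyme-substrate-compound incubation at room temperature | Technique: Chemiluminescence readout | Control set: DMSO-only wells and no-enzyme negative control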
hIAP act: human IAP activation | AID 2524 | 330,000 tested, 0.16% active | activation factor at 10 µM | purified human IAP, CDP-Star luminescence, 30 min; stronger effect = higher value; 1 = vehicle-only enzyme, 0 = enzyme-free background | P09923;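 active = activation factor of the enzyme at least 2-fold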; also: the source names both 10 and 20 µM as test concentration; values of inactives mirror those of a sister screen read the other way
ATG4B inh: ATG4B (human) cysteine protease inhibition | Q9Y4P1 | ATG4B cleavage of LC3-PLA2, NBD-HPC fluorescence, 1 h | inhibition, % at 8.33 µM | 340,000 tested, 0.51% active; in the data active = inhibition above about 40%
Target sequence (Q9Y4P1 whole entry, looked up): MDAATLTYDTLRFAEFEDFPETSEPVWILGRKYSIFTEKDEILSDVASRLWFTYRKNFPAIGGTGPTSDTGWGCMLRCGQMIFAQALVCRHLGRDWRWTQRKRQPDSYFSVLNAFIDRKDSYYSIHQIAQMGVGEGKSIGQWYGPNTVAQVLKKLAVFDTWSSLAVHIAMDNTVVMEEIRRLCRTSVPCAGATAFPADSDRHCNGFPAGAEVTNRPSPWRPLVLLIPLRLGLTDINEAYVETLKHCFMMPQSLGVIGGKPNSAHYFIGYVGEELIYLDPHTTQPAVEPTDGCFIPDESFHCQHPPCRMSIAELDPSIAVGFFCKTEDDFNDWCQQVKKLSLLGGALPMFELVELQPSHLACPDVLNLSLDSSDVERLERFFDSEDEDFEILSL
mIAP inh: mouse IAP inhibition; purified mouse IAP, CDP-Star luminescence, 30 min; inhibition, % at 10 µM; 330,000 tested, 0.2% active; AID 2806;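 active = inhibition of at least 40% at 10 µM in the primary screen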;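 also: plate controls were DMSO with enzyme for no effect and no enzyme wells for full effect; values of inactives mirror those of a sister screen read the other way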
NALP3 yeast inh: NALP3 inhibition in yeast; Yeast reconstituted NLRP3/ASC/caspase-1, beta-gal luminescence, 24 h; inhibition, % at 10 µM; 330,000 tested, 0.39% active; AID 2825;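 active = inhibition of 50% or more; inactive = inhibition below 50%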;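 also: plate controls were induced DMSO wells for no effect and uninduced yeast grown without galactose for full effect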
TIM10 inh: growth inhibitors of TIM10 yeast strain. S. cerevisiae TIM10 strain growth, BacTiter-Glo luminescence, 24 h. inhibition, % at 10 µM. AID 463195. 330,000 tested, 1.4% active;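 active = inhibition of 40% or more at the single tested concentration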;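 also: wild-type TIM10 isogenic control strain grown at permissive 25 °C; 0% = DMSO yeast wells and 100% = minimal medium wells without yeast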
tim10-1 inh: tim10-1 yeast growth inhibition; S. cerevisiae tim10-1 ts strain growth, BacTiter-Glo, 24 h; inhibition, % at 20 µM; 330,000 tested, 2.2% active;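 active = inhibition of at least 40%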;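 also: mutant grown at 25 °C; 0% = DMSO wells with yeast and 100% = wells holding no yeast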
An asterisk follows results filed as active; nt = no result given.

SMILES	hIAP block	Apaf1 inhib	mIAP act	hIAP act	ATG4B inh	mIAP inh	NALP3 yeast inh	TIM10 inh	tim10-1 inh
CC(=O)OC[C@H]1O[C@@H](O[C@H]2C[C@]3(C)C(C[C@@H](O)C4C([C@]5(C)CC[C@@H](C(C)(C)O)O5)CC[C@]43C)[C@@]3(C)CC[C@H](O)C(C)(C)C23)[C@H](O[C@@H]2O[C@@H](C)[C@H](O)[C@@H](O)[C@H]2O)[C@@H](O)[C@@H]1O (some centres undefined)	-4.1	4.6	1.01	1.04	-13.8	-0.6	-3.9	2.9	17.6
Oc1ccc(/C=N/Nc2cc(N3CCOCC3)nc(N3CCOCC3)n2)cc1O	-11.3	27.4	0.579	1.11	-8.0	42.1*	14.4	10.2	6.8
CN(CC(=O)Nc1cccc2ccccc12)c1ccc(S(=O)(=O)N2CCOCC2)cn1	-7.3	4.6	1.07	1.07	1.0	-7.3	9.0	7.4	10.2
CC(=O)c1c(C)nc(-c2cccc([N+](=O)[O-])c2)n1O	0.9	-16.2	0.904	0.991	-0.8	9.6	-9.4	-12.8	9.4
Cc1nnsc1SCC(=O)O	11.6	4.6	0.917	0.884	-7.5	8.3	-3.9	-10.4	12.4
Cc1ccc(NC(=O)CN2C(=O)NC(C)(C3CC3)C2=O)c(C)c1 (centres undefined)	6.0	2.4	1.07	0.94	-5.2	-6.8	9.1	1.9	-10.6
COc1ccc2nc(NCCO)[nH]c2c1	-1.9	-27.0	0.956	1.02	-6.3	4.4	9.2	7.0	1.6
NC1=CC(=O)c2cccc3cccc1c23	13.4	7.5	0.831	0.866	nt	16.9	-25.5	24.8	18.3
c1ccc(-c2nc(C3CCCCC3)no2)cc1	15.5	-153.7	0.9	0.845	7.5	10.0	0.9	1.6	5.0
COc1ccc(N2C(=O)C3C(c4ccc(OC)cc4O)NC(Cc4ccccc4)(C(=O)O)C3C2=O)cc1 (centres undefined)	-18.1	5.0	0.899	1.18	1.0	10.1	5.2	3.2	3.3
CCCCN(CC(=O)NCc1ccc(F)cc1)C(=O)c1ccco1	3.3	-1.2	1.08	0.967	-1.7	-8.5	2.4	3.4	10.6
CC(C)CCNC(=O)C1(O)c2ccccc2NC(=O)N1c1ccc(Cl)cc1 (centres undefined)	-10.0	10.2	1.22	1.1	16.8	-22.0	0.5	-11.1	16.9
CCOC(=O)C1=C(O)/C(=C/c2ccc(OCC(=O)O)c(OC)c2)SC1=Nc1ccc(OCC)cc1	9.9	13.1	0.933	0.901	0.6	6.7	1.7	4.9	24.2
O=C(CSc1ccc(-c2ccncc2)nn1)N1CCCC1	-8.3	-20.4	1.05	1.08	-3.5	-4.9	4.9	4.2	8.8
COc1ccccc1N1CCN(Cc2ccco2)CC1	9.9	-3.5	0.964	0.901	-3.2	3.6	17.0	8.6	7.1
COc1ccc([N+](=O)[O-])cc1N(CC(O)CN1C(=O)NC(C)(C)C1=O)S(=O)(=O)c1ccccc1 (centres undefined)	10.3	2.6	0.987	0.897	-1.9	1.3	14.9	7.4	6.8
CCOc1ccc2nc(NC(=O)C3(C)CC3(Br)Br)sc2c1 (centres undefined)	-2.3	8.3	0.926	1.02	-15.6	7.4	24.5	25.1	49.5*
O=C(CCc1ccccc1)N1CCN(c2ccc(Cl)cc2)CC1	-6.6	16.4	1.13	1.07	-21.1	-12.8	2.8	5.7	17.1
COc1ccc2cc(CN(Cc3cccnc3)S(=O)(=O)c3ccccc3)c(=O)[nH]c2c1	8.8	9.5	1	0.912	-4.0	-0.1	1.9	16.3	26.5
COC(=O)[C@]1(C)N[C@H](c2ccc(-c3cccc(Cl)c3)c(OC)c2)[C@@H]2C(=O)N(C)C(=O)[C@@H]21	2.2	10.0	0.884	0.978	-10.0	11.6	18.2	10.8	16.8
C#CCOCCOCCOCCNc1nc(N2CCN(C(=O)[C@H](CCCCN)n3cc(C(N)CO)nn3)CC2)nc(N2CCN(C(=O)[C@H](CCCCN)n3cc(C(N)COC(=O)C(F)(F)F)nn3)CC2)n1 (some centres undefined)	6.7	9.6	1.02	0.933	nt	-2.1	-10.6	12.3	6.6
COc1cccc(-c2cnc(OC(C)(C)C)nc2OC(C)(C)C)c1	-7.3	16.9	1.07	1.07	5.9	-7.1	4.4	12.4	10.6
CCn1c(SCC(=O)N/N=C/C=C/c2ccco2)nnc1-c1ccccc1	14.4	-2.7	0.81	0.856	4.2	19.0	8.1	-5.3	0.8
C#CCCCc1nc2ccccc2c(=O)n1N	-19.9	-12.2	0.973	1.2	2.2	2.7	0.7	5.8	6.4
CCOc1ccc(CN2CCNC(=O)C2CC(=O)NCc2csc(C)n2)cc1 (centres undefined)	-15.5	12.1	1.01	1.16	-0.1	-0.8	16.2	5.5	23.0

As a short view, six of the compounds above.
SMILES	hIAP block	Apaf1 inhib	mIAP act	hIAP act	ATG4B inh	mIAP inh	NALP3 yeast inh	TIM10 inh	tim10-1 inh
CC(=O)OC[C@H]1O[C@@H](O[C@H]2C[C@]3(C)C(C[C@@H](O)C4C([C@]5(C)CC[C@@H](C(C)(C)O)O5)CC[C@]43C)[C@@]3(C)CC[C@H](O)C(C)(C)C23)[C@H](O[C@@H]2O[C@@H](C)[C@H](O)[C@@H](O)[C@H]2O)[C@@H](O)[C@@H]1O (some centres undefined)	-4.1	4.6	1.01	1.04	-13.8	-0.6	-3.9	2.9	17.6
Oc1ccc(/C=N/Nc2cc(N3CCOCC3)nc(N3CCOCC3)n2)cc1O	-11.3	27.4	0.579	1.11	-8.0	42.1*	14.4	10.2	6.8
CN(CC(=O)Nc1cccc2ccccc12)c1ccc(S(=O)(=O)N2CCOCC2)cn1	-7.3	4.6	1.07	1.07	1.0	-7.3	9.0	7.4	10.2
CC(=O)c1c(C)nc(-c2cccc([N+](=O)[O-])c2)n1O	0.9	-16.2	0.904	0.991	-0.8	9.6	-9.4	-12.8	9.4
Cc1nnsc1SCC(=O)O	11.6	4.6	0.917	0.884	-7.5	8.3	-3.9	-10.4	12.4
Cc1ccc(NC(=O)CN2C(=O)NC(C)(C3CC3)C2=O)c(C)c1 (centres undefined)	6.0	2.4	1.07	0.94	-5.2	-6.8	9.1	1.9	-10.6

Carrying on:
SMILES	hIAP block	Apaf1 inhib	mIAP act	hIAP act	ATG4B inh	mIAP inh	NALP3 yeast inh	TIM10 inh	tim10-1 inh
COc1cc(/C=C2\C(=N)N3N=C(S(=O)(=O)CC(C)C)SC3=NC2=O)ccc1OC(=O)c1ccco1	26.0	12.5	0.798	0.74	nt	20.2	0.6	13.6	41.4*
O=C(COC(=O)c1cc(=O)[nH]c2ccccc12)NCc1ccc(Cl)cc1	0.9	-4.8	0.988	0.991	-10.9	1.2	9.8	0.3	6.7
O=C(NCCC(=O)N(Cc1ccco1)Cc1cccs1)c1ccccc1Cl	19.0	2.6	1.04	0.81	3.6	-4.2	12.0	-8.7	24.0
COc1cccc(/C=N/NC(=O)C(=O)N/N=C/c2cccc(OC)c2OC)c1OC	-8.0	-13.4	0.997	1.08	-4.4	0.3	3.8	-62.5	1.7
COC(=O)CN1C(=O)[C@H]2[C@@H](/C=C/c3ccccc3)N3C(=O)CN(CCO)C(=O)[C@@]3(Cc3ccccc3)[C@H]2C1=O	5.3	-9.0	0.97	0.947	8.4	3.0	8.0	-5.3	-3.1
CCC(=O)n1nc(-c2ccc(Cl)cc2)nc1NCc1ccccc1	-2.7	7.9	0.888	1.03	-11.9	11.2	8.8	-1.9	-5.3
CCOC(=O)N1CCN(C(=O)CN(C2CCCCC2)S(=O)(=O)c2ccc(F)cc2)CC1	14.7	-2.7	1.05	0.853	14.8	-4.6	7.9	4.2	20.6
CCOCCn1c(C(C)O)nc2ccccc21 (centres undefined)	-3.9	-2.8	1	1.04	4.7	-0.2	2.6	3.1	3.2
COc1ccc(NC(=O)/C=C/c2cccc(C(F)(F)F)c2)cn1	5.2	12.5	0.967	0.948	-9.4	3.3	23.9	-4.7	8.6
COc1ccc(-n2c(SCc3cn4c(C)cccc4n3)nc3ccccc3c2=O)cc1OC	-8.5	18.2	1.01	1.08	8.0	-1.0	14.9	23.9	27.2
COc1ccc(CN2CCCC(C(=O)c3cccc(C(F)(F)F)c3)C2)cc1O (centres undefined)	-22.1	-5.0	1.04	1.22	-0.6	-3.9	28.2	-11.5	-9.4
NC(=O)c1ccccc1OCC(=O)Nc1ccc(Cl)c(Cl)c1	3.0	-6.9	1.23	0.97	-0.7	-22.7	22.1	15.8	12.9
Fc1cccc(NC(=S)NCc2ccccc2Cl)c1	4.0	3.2	3.03*	0.96	40.3*	-203.2	2.0	28.7	49.6*
Cc1ccc(-n2nc3c(c2NC(=O)c2ccc(F)c(F)c2)CS(=O)(=O)C3)cc1	-19.3	7.0	1.07	1.19	-5.6	-7.2	2.7	3.1	1.2
CCOc1ccc(C2=Nc3ccc(Br)cc3C(c3ccc(N4CCOCC4)cc3)=NN2)cc1	-4.6	22.7	1.02	1.05	-4.1	-1.8	6.2	4.1	30.9
COCCNc1nc(-c2cc(C)c(C)cc2C)cs1	19.3	7.2	0.905	0.808	7.8	9.5	30.9	9.1	22.6
CN(C)S(=O)(=O)c1cccc(NC(=O)c2cc(=O)[nH]c3ccccc23)c1	20.6	-8.5	0.972	0.794	-9.9	2.8	16.9	2.1	-7.4
COc1cc(C(C[N+](=O)[O-])c2c(N)n(C)c(=O)n(C)c2=O)ccc1O (centres undefined)	14.7	1.1	0.956	0.853	-2.3	4.4	50.2*	27.5	-3.6
COc1ccccc1Oc1c(C)oc2c(CN3CCOCC3)c(O)ccc2c1=O	-10.6	-7.3	1.04	1.11	0.3	-4.1	5.8	-25.0	-18.1
CCOC(=O)c1ccc(-n2c(O)c(/C=N/NC(=O)C3COc4ccccc4O3)c3ccccc3c2=O)cc1 (centres undefined)	-16.8	20.8	0.765	1.17	24.0	23.5	16.5	10.3	20.5
COc1cc2[nH]c(=S)nc(NCc3cccnc3)c2cc1OC	8.6	-0.1	0.896	0.914	1.3	10.4	11.0	4.9	-10.5
CCS(=O)(=O)NCC(c1cccnc1)N1CCN(c2ccccc2OC)CC1 (centres undefined)	15.6	4.0	1.07	0.844	-11.8	-6.8	2.6	3.6	-1.0
C=CC[n+]1c(-c2ccc(OC)cc2)csc1NNC(=O)Nc1ccccc1	12.9	12.7	0.927	0.871	-20.5	7.3	15.1	31.5	30.1
COc1cc(OC)c(NC(=O)CCNS(=O)(=O)c2ccc3c(c2)oc(=O)n3C)cc1Cl	-3.3	-7.8	0.99	1.03	-5.7	1.0	12.1	-1.3	-4.4
CCCOC(=O)c1cc(NC(=O)/C=C/c2ccccc2)ccc1O	0.1	10.4	0.962	0.999	nt	3.8	12.2	-5.6	25.0
COc1ccc(CCC(=O)O)cc1OC	-6.8	-11.5	0.99	1.07	-4.5	1.0	-14.4	2.1	0.4
O=C(O)Cc1ccc(NS(=O)(=O)c2ccc3ccccc3c2)cc1	5.8	1.0	0.949	0.942	2.0	5.1	4.7	-2.9	15.2
CN(C)Cc1cc(C(C)(C)C)c(O)c(C(C)(C)C)c1	-6.3	1.4	1.04	1.06	4.5	-3.9	8.7	-5.2	21.3
CC(Oc1ccc2c(-c3ccccc3)cc(=O)oc2c1)C(=O)NC(Cc1c[nH]c2ccccc12)C(=O)O (centres undefined)	16.6	-3.3	1.01	0.834	-7.5	-1.0	18.5	-1.5	9.1
Cc1ccc(C(=O)CSc2ccc(-c3ccccc3)nn2)cc1	6.8	11.3	1.02	0.932	3.6	-2.5	33.5	26.3	-1.2

Single values from above:
For TIM10 inh, COc1ccc(NC(=O)/C=C/c2cccc(C(F)(F)F)c2)cn1 is listed with -4.7
For mIAP inh, COCCNc1nc(-c2cc(C)c(C)cc2C)cs1 is listed with 9.5

Not a hit list; any-hit rate near 4.5%.
